Compound activity deposited in PubChem BioAssay by several laboratories.
IMP-1 inh – blocks Pseudomonas aeruginosa IMP-1 metallo-beta-lactamase; purified IMP-1, nitrocefin hydrolysis, epi-absorbance fluorescence; inhibition, % at 5.6 µM; hit rate 0.45% among 290,000;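 active means inhibition above the mean plus 3 SD of all compounds in the same screening run, cut at about 4.5% in these data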;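 further: 0% = IMP-1 with DMSO and 100% = DMSO wells lacking enzyme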
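System – purified recombinant IMP-1 beta-lactamase · Input – IMP-1 dispensed at 0.2 nM · Timing – 15 min preincubation plus 25 min reaction at 25 °C · Signal – Epi-absorbance fluorescence, 480 nm excitation, 530 nm emission · Measure – percent IMP-1 inhibition derived from blank-referenced optical density · Controls – Enzyme-plus-DMSO low control, enzyme-free DMSO high control · Replication – singlicate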
NS3 helicase inh – inhibitors of Hepatitis C virus NS3 helicase; NS3 helicase DNA unwinding, Cy5 molecular beacon fluorescence; inhibition, % at 10.9 µM; hit rate 0.56% among 290,000;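 active means inhibition above the mean of all tested compounds plus 3 SD, set per campaign, cut at about 35% in these data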;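 further: 0% = DMSO wells and 100% = thioflavine S control wells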
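Assay system: hepatitis C virus NS3 helicase domain fragment enzyme. Also added: annealed dual-labelled DNA beacon duplex, ATP-started. Timing: 1 h reaction at 25 °C, ATP-initiated. Technique: Cy5 fluorescence at 0 and 60 min, beacon hairpin quenching. Evaluation: % inhibition of unwinding. Replication: one well per compound.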
SUMO HTRF inh – blocks human SUMOylation mediated by UBC9; P63279; HTRF SUMOylation assay, SAE1/SAE2 + UBC9, in vitro; inhibition, % at 35 µM; hit rate 0.36% among 290,000; in the data active means inhibition above about 50%, passing the limit was not always enough; further: strong numbers were not always called active
Target sequence (P63279 whole entry, looked up): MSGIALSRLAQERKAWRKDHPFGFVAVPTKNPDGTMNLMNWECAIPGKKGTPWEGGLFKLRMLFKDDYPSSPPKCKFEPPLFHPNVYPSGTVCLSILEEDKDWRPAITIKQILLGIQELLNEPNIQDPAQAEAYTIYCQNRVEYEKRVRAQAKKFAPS
MEKK2 WT-MEK5 – raises or lowers MEK5 binding to wildtype human MEKK2 PB1 domain | AID 1531 | Q9Y2U5 | bead flow cytometry, Alexa488-MEK5 binding to MEKK2 WT; actives lie on both sides | binding response (% of control), % at 10 µM | hit rate 1.1% among 290,000; in the data active means binding response below about 67% or above about 130%
NALP1 yeast inh – blocks the NALP1 inflammasome reconstituted in yeast. inhibition, % at 10 µM. hit rate 0.61% among 280,000. S. cerevisiae NALP1/ASC/caspase-1 growth, X-gal OD620, 72 h. AID 2071; in the data active means inhibition mostly above about 24%, no sharp cut-off; inactive means mostly below about 32%; further: some compounds called inactive have numbers as strong as hits
PfM18AAP inh – PfM18AAP enzyme inhibition | hit rate 1.2% among 290,000 | recombinant PfM18AAP, H-Glu-NHMec fluorogenic cleavage | inhibition, % at 7.35 µM;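 active means inhibition above the campaign mean inhibition over all tested compounds plus 3 SD, cut at about 28% in these data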;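 further: 0% = plate median of test compound wells and 100% = 2 mM ZnCl2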
VIM-2 inhibitor – inhibitors of Pseudomonas aeruginosa VIM-2 metallo-beta-lactamase. purified VIM-2, nitrocefin hydrolysis, epi-absorbance fluorescence. inhibition, % at 5.6 µM. hit rate 0.89% among 290,000;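 active means inhibition above the mean of all tested compounds plus 3 SD, cutoff set per screening run, cut at about 7.5% in these data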;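 further: red hydrolysis product quenches plate fluorescence so inhibitors raise well fluorescence; 0% = enzyme with DMSO and 100% = DMSO without enzyme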
FID counter – counter-screen for HCV NS3 helicase inhibitors: DNA intercalator displacement; AID 1845; hit rate 0.17% among 290,000; DNA fluorescent intercalator displacement, fluorescence; inhibition, % at 7.9 µM; in the data active means inhibition above about 37%;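 further: 0% = vehicle and 100% = reference compound; higher means more ethidium bromide displaced from hairpin DNA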
MEKK2mut PB1 HTS – signal of MEK5 binding to mutant human MEKK2 PB1 domain. bead flow cytometry, Alexa488-MEK5 binding to MEKK2 mutant. percent response, % at 10 µM. hit rate 0.35% among 290,000; in the data active means percent response above about 24%, passing the limit was not always enough; further: inactives centre near 1; some results filed as inactive read as strong as hits
* hit, by the source's call; · = no result given. Rows are unselected. About 4.7% of those tested had a hit in this group.

SMILES	IMP-1 inh	NS3 helicase inh	SUMO HTRF inh	MEKK2 WT-MEK5	NALP1 yeast inh	PfM18AAP inh	VIM-2 inhibitor	FID counter	MEKK2mut PB1 HTS
CC(=O)N1CCOc2ccc(S(=O)(=O)NCC3CCC(C(=O)NCCC(C)C)CC3)cc21 (centres undefined)	-1.9	-3	9	104	13	3	-5.1	-60	1
Fc1ccccc1CSc1ccc(-c2ccco2)nn1	-1.8	7	14	96	23	-4	0.0	-11	-11
Cc1nc2sc(C(c3ccccc3)N3CCN(CCO)CC3)c(O)n2n1 (centres undefined)	·	·	12	94	-2	·	·	·	7
CCc1nc2oc(C(=O)c3ccccc3)c(N)c2c2c1COC(C)(C)C2	-0.2	0	12	116	8	1	0.5	6	18
c1ccc(C2=Nc3ccccc3NC(c3ccccc3)C2)cc1 (centres undefined)	-1.4	0	-4	103	1	10	0.8	-6	3
Cc1ccc(C(C)(C)C)c(OCCN2CCCC2)c1	-2.2	1	-8	94	37	3	-3.3	7	-1
COc1ccccc1-c1noc(CSc2nc(N)cc(=O)[nH]2)n1	-1.8	-1	8	89	33*	3	-5.1	3	-13
Cc1ccccc1CSCc1nc2ccccc2[nH]1	-3.0	11	-4	98	33	2	-3.9	-2	15
Cc1cnc(NC(=O)COc2cccc3c2OC(C)(C)C3)s1	-1.5	-4	-16	109	-6	-11	-2.7	-20	2
Cc1nn(CCCC(=O)Nc2nccs2)c(C)c1[N+](=O)[O-]	-1.4	9	3	100	-3	2	-3.8	-1	-8
COc1ccc(OCC(=O)NNC(=O)c2cccc(S(=O)(=O)N(C)C)c2)cc1	-1.3	-3	-2	96	12	1	1.1	-1	3
CC(C)(C)c1ccc(/C=N/NC(=O)c2ccccn2)cc1	-2.4	-6	6	·	3	0	-0.9	-2	86*
COc1ccccc1CCN1CCCC(CN(C)Cc2ccc(OCCO)cc2)C1 (centres undefined)	-1.8	3	-3	109	6	-1	-0.6	6	4
Cc1c(OCc2ccc(C(=O)O)cc2)ccc2c(-c3ccccc3)cc(=O)oc12	-2.5	9	29	103	-8	-4	-1.4	-12	7
COc1ccccc1N1CCN(Cc2ccc(OC)c(OC)c2OC)CC1	-2.2	-2	15	94	12	-1	-0.9	9	-9
O=C(OCc1ccc([N+](=O)[O-])cc1)c1ccccn1	-0.5	-1	10	105	-10	-4	0.7	-3	2
O=C(Cc1ccc(S(=O)(=O)N2CCCC2)s1)N1CCN(c2ccccc2)CC1	-4.3	-6	3	103	5	-1	-4.6	-23	0
Cc1ccc(S(=O)(=O)NCc2ccc(C(=O)NCc3cccnc3)cc2)cc1	1.4	-3	20	89	18	14	1.6	-24	-3
CCN1CCN(CCOc2ccccc2OCc2ccccc2)CC1	0.0	4	-13	102	4	0	-1.4	14	-5
COc1ccc([N+](=O)[O-])cc1NC(=O)C(C)Sc1ccc(C)cc1 (centres undefined)	-2.9	-17	-22	102	34	-1	-0.3	2	13
CC(=O)c1ccc(N2CCN(C(=O)c3cc4c(C)nc5ccccc5c4o3)CC2)cc1	-1.3	-10	-1	107	19	0	0.1	-32	2
CCOC(=O)Cc1csc(NC(=O)COc2cc(C)cc(C)c2)n1	0.9	-3	5	101	3	-11	0.8	-34	-1
CCCCCC(=O)N/N=C/c1cc(Br)c(O)c(OC)c1	-1.8	3	-11	95	19	1	-3.7	-17	-2
Cc1cccc2nc(-c3ccco3)c(Nc3ccc4c(c3)OCO4)n12	-3.3	40*	67	96	-7	15	-2.2	-30	5
CCOC(=O)Nc1nc(C)c(C(=O)N(C)C)s1	-2.9	-3	1	79	-6	-1	-1.2	-1	-14
Cc1ccc(C)c(N2CCN(c3ccc([N+](=O)[O-])cn3)CC2)c1	-0.8	-20	3	107	17	-1	-1.2	-6	4
Fc1ccc(/C=C\c2nccc3c2[nH]c2ccccc23)cc1	-2.5	-9	1	195*	7	10	-2.5	6	36
C=CCNC(=O)N1CCCC(C(=O)c2cccc(OC(C)C)c2)C1 (centres undefined)	-2.0	-1	-2	105	1	2	-1.2	-24	4
COc1ccc(C(=O)NCC(=O)Nc2ccccc2)cc1OC	-0.9	4	5	106	30	-3	1.1	-1	10
O=C(NC1CCCCC1)c1nn2c(C(F)(F)F)cc(-c3ccco3)nc2c1Br	-4.1	2	29	95	2	-10	-0.2	-6	-2
CNC(=O)NC(=O)Cn1nc2n(c1=O)-c1ccccc1SC2	-1.6	-3	16	97	17	0	-1.7	-2	-3
CSCCC(NC(=O)c1ccco1)C(=O)OCC(=O)Nc1ncc(Cl)c(C)c1Cl (centres undefined)	-1.3	5	8	99	8	3	-0.2	-15	4
Cc1cc(NC(=O)COc2ccc(Cl)cc2Cl)n(-c2ccccc2)n1	-1.8	0	28	97	8	0	-1.9	-23	-1
O=CN1CCN(CC(O)Cn2c3ccccc3c3ccccc32)CC1 (centres undefined)	-2.2	1	-4	102	8	2	-0.4	-10	4
CCOCCCn1c(=NC(=O)c2cccs2)c(C#N)cc2c(=O)n3cccc(C)c3nc21	-2.4	1	40	93	12	-9	1.1	-6	5
CCn1c(=O)c2c(nc3n2CCCN3CCc2ccccc2)n(C)c1=O	-3.6	0	24	105	0	10	-2.8	-6	3
O=C(O)CN1C(=O)C(=O)N(Cc2cccc(F)c2)C1=O	-2.3	5	8	104	5	6	-2.1	1	4
COCCN(C(=O)CSc1nnc(-c2cccc(C)c2)n1C)c1c(N)n(Cc2ccccc2)c(=O)[nH]c1=O	-2.5	9	16	96	3	-5	-2.7	-31	35
CC(C)(C)n1nnnc1C(c1cccc(C#N)c1)N1CCCCCC1 (centres undefined)	-2.9	5	-5	104	1	-2	-2.6	-9	0
COc1ccccc1CNC(=O)C(=O)NCC1OCCN1S(=O)(=O)c1ccc2c(c1)OCCO2 (centres undefined)	-1.9	1	-5	112	29	-1	-1.7	-27	8

Exported with bars between the fields: entries from further up.
Compound | IMP-1 inh | NS3 helicase inh | SUMO HTRF inh | MEKK2 WT-MEK5 | NALP1 yeast inh | PfM18AAP inh | VIM-2 inhibitor | FID counter | MEKK2mut PB1 HTS
Cc1ccc(S(=O)(=O)NCc2ccc(C(=O)NCc3cccnc3)cc2)cc1 | 1.4 | -3 | 20 | 89 | 18 | 14 | 1.6 | -24 | -3
CCN1CCN(CCOc2ccccc2OCc2ccccc2)CC1 | 0.0 | 4 | -13 | 102 | 4 | 0 | -1.4 | 14 | -5

More compounds follow.
SMILES	IMP-1 inh	NS3 helicase inh	SUMO HTRF inh	MEKK2 WT-MEK5	NALP1 yeast inh	PfM18AAP inh	VIM-2 inhibitor	FID counter	MEKK2mut PB1 HTS
O=c1ccn(Cc2ccccc2Cl)cc1	-1.0	-3	20	75	-3	2	-1.9	1	-21
C(=C\c1nnc(-c2cccs2)o1)/c1ccccc1	-3.5	-1	-6	102	2	-6	-1.2	-10	4
COCc1c(C(=O)N/N=C(/C)c2ccc(OCc3ccccc3)cc2)nnn1-c1nonc1N	0.7	6	25	96	17	-9	-2.6	-19	-6
CN(CC(=O)NCc1ccccn1)S(=O)(=O)c1ccccc1	-4.3	-19	25	79	17	-1	-3.0	-6	-15
CC(C)NC(=O)c1ccc(Sc2ccccc2)c([N+](=O)[O-])c1	-3.2	5	9	98	·	-14	-0.5	1	1
CC[C@H](C)C(C(=O)N1CCN(C(=O)OC(C)(C)C)CC1)n1cc(C(CO)NC(=O)OC(C)(C)C)nn1 (some centres undefined)	-1.5	0	11	92	3	1	-1.1	-38	3
Cc1ccc(-c2ccccc2)n1-c1cccc(C(=O)O)c1	-3.8	32	8	101	-5	-16	-1.1	-19	-5
CC(C)CNC(=O)CC(=O)N/N=C/c1cccs1	-3.7	0	1	108	25	-1	-3.9	-2	2
COc1ccc(C(=O)N/C(=C\c2cn(S(=O)(=O)N(C)C)c3ccccc23)C(=O)N2CCN(C)CC2)cc1	-2.5	-15	4	101	19	-1	-5.1	11	2
COc1ccc(OC)c(C(c2nnnn2CC2CCCO2)N2CCN(C)CC2)c1 (centres undefined)	-3.2	-4	-4	105	3	-2	-2.4	-3	8
O=c1cc(CO)oc(CN2CCN(CCO)CC2)c1O	1.8	3	7	97	-2	2	-1.0	1	-2
CCN(CC(=O)NCc1ccc(Cl)cc1)C(=O)CSc1ccc(Br)cc1	-2.1	-7	-4	102	15	2	-2.9	-26	7
COc1ccc(CNC(=O)CN(c2ccccc2)S(=O)(=O)N(C)C)cc1	-0.8	7	-11	91	11	-6	1.4	-6	-11
Cc1cc(C(=O)COC(=O)CN(C)S(=O)(=O)c2ccc(Cl)cc2)c(C)n1Cc1cccs1	-0.9	-1	8	104	30	4	-3.3	-7	0
COc1ccccc1NC(=O)CN1CCC(C(=O)c2ccc(F)cc2)CC1	0.3	-14	-11	92	-4	-4	0.3	-16	-1
COc1ccc(Cl)cc1NC(=O)N1CCN(C2CCCCC2)CC1	-3.1	-1	10	101	0	5	-1.4	1	3
CS(=O)(=O)c1ccc(Cl)c(NC(=O)CSC(=S)N2CCCC2)c1	-1.2	-6	-4	102	4	-3	0.6	-20	-1
Cc1ccc(N(C(C)C(=O)Nc2cc(Cl)ccc2Oc2ccccc2)S(C)(=O)=O)cc1 (centres undefined)	-2.9	-17	-53	99	3	4	-5.7	-18	3

Structural class: the compounds so far containing a Cl atom (eight)
SMILES	IMP-1 inh	NS3 helicase inh	SUMO HTRF inh	MEKK2 WT-MEK5	NALP1 yeast inh	PfM18AAP inh	VIM-2 inhibitor	FID counter	MEKK2mut PB1 HTS
CSCCC(NC(=O)c1ccco1)C(=O)OCC(=O)Nc1ncc(Cl)c(C)c1Cl (centres undefined)	-1.3	5	8	99	8	3	-0.2	-15	4
Cc1cc(NC(=O)COc2ccc(Cl)cc2Cl)n(-c2ccccc2)n1	-1.8	0	28	97	8	0	-1.9	-23	-1
O=c1ccn(Cc2ccccc2Cl)cc1	-1.0	-3	20	75	-3	2	-1.9	1	-21
CCN(CC(=O)NCc1ccc(Cl)cc1)C(=O)CSc1ccc(Br)cc1	-2.1	-7	-4	102	15	2	-2.9	-26	7
Cc1cc(C(=O)COC(=O)CN(C)S(=O)(=O)c2ccc(Cl)cc2)c(C)n1Cc1cccs1	-0.9	-1	8	104	30	4	-3.3	-7	0
COc1ccc(Cl)cc1NC(=O)N1CCN(C2CCCCC2)CC1	-3.1	-1	10	101	0	5	-1.4	1	3
CS(=O)(=O)c1ccc(Cl)c(NC(=O)CSC(=S)N2CCCC2)c1	-1.2	-6	-4	102	4	-3	0.6	-20	-1
Cc1ccc(N(C(C)C(=O)Nc2cc(Cl)ccc2Oc2ccccc2)S(C)(=O)=O)cc1 (centres undefined)	-2.9	-17	-53	99	3	4	-5.7	-18	3
